Screening data (PubChem BioAssay)
EBI2 block – blocks human EBI2 receptor beta-arrestin signaling; EBI2 beta-arrestin recruitment, luminescence, 7a,25-OHC stimulated; inhibition, % at 5 µM; 0.81% of 360,000 active; AID 651636; in the data active means inhibition above about 38%;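 further: enzyme fragment complementation signal reports receptor beta-arrestin coupling in cells; 0% = agonist plus DMSO wells and 100% = wells without agonist; some results beyond the cut were filed as inactive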
UPR XBP1 act – adaptive UPR (XBP1) activation; 0.33% of 330,000 active; CHO-XBP1 luciferase reporter, IRE1-XBP1 UPR activation, luminescence; percent of tunicamycin response, DMSO as zero; AID 463104; activation, % at 20 µM;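 active means versus positive control, 20 µM dose yields 30% or more activation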;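 further: 100% = tunicamycin at 10 µg/mL and 0% = DMSO only wells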
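Signal: luciferase luminescence; Assay system: CHO-XBP1 luciferase reporter cells; Amount: one thousand reporter cells per well; Dosing: 20 µM single concentration, DMSO 1%; Benchmarks: high control tunicamycin 10 µg/mL final, low control DMSO vehicle only; Schedule: 6 h compound exposure at 37 °C, 5% CO2; Evaluation: percent activation relative to tunicamycin reference.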
tim23-1 inh – tim23-1 yeast growth inhibition; S. cerevisiae tim23-1 growth, BacTiter-Glo luminescence, 24 h; inhibition, % at 20 µM; 1.3% of 330,000 active; AID 463212;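 active means growth inhibition of the mutant yeast at or above 50%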;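 further: temperature-sensitive mutant grown at 25 °C; plate controls were DMSO-treated mutant yeast for no effect and medium wells lacking yeast for full effect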
APJ ag – agonists of human APJ apelin receptor. 0.11% of 330,000 active. CHO-K1 APJ PathHunter beta-arrestin, luminescence; 0% DMSO wells, 100% apelin. AID 2520. activation, % at 20 µM;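 active means activation more than six SD over the plate average, tested at 20 µM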;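 further: 0% = DMSO alone and 100% = apelin-13 at 10 nM; some results filed as inactive read as strong as hits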
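Assay system: CHO-K1 APJ beta-arrestin complementation cell line / Compound: single test compound dose, 20 µM final, 1% DMSO / Times: overnight seeding, 90 min compound at 25 °C, 1 h detection / Technique: beta-gal luminescence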
APJ antagonist – blocks the human apelin receptor APJ; AID 2521; 0.32% of 330,000 active; inhibition, % at 20 µM; CHO-K1 APJ beta-arrestin complementation, luminescence;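 active means inhibition above about 40% at 20 µM, limit read from the data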;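 further: cells challenged with 10 nM apelin-13 agonist together with compound; plate controls were apelin-13 plus DMSO wells for no effect and DMSO wells lacking apelin-13 for full effect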
Mdm2 MdmX PPI – human Mdm2/MdmX binding inhibition | inhibition, % at 8 µM | O15151+Q00987 | SaOS-2 split-luciferase Mdm2/MdmX complementation, luminescence | AID 485346 | 3% of 330,000 active;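 active means inhibition of at least 50% at 8 µM in the primary screen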
Target sequence (O15151 whole entry, looked up): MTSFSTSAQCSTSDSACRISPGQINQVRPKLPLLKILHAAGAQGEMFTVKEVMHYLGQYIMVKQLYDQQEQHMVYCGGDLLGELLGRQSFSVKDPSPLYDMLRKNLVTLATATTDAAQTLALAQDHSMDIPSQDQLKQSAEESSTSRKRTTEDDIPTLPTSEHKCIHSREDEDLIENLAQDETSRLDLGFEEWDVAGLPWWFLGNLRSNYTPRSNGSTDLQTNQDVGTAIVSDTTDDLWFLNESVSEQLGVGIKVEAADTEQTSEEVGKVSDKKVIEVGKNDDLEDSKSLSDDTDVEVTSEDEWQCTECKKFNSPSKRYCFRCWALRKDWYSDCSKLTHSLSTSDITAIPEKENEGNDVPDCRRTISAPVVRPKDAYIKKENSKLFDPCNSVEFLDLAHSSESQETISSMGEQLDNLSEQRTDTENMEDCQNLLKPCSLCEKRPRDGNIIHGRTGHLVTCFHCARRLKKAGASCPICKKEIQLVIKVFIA
Target sequence (Q00987 whole entry, looked up): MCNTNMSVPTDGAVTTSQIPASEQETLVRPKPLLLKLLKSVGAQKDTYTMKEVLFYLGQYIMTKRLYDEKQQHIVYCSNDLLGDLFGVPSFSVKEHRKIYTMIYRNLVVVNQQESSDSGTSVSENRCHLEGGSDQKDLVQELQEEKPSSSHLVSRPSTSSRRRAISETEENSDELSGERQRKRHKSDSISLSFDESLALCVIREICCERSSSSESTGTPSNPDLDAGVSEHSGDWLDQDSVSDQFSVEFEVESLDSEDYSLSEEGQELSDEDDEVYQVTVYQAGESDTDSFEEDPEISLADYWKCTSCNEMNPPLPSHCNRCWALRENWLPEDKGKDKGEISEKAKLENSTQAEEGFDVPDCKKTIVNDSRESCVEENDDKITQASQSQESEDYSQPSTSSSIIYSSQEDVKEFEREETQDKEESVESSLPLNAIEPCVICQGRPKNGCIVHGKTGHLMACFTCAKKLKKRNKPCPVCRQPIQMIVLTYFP
CHOP UPR activ – apoptotic UPR (CHOP) activation; CHO-CHOP luciferase reporter, luminescence; percent of tunicamycin response over DMSO baseline; activation, % at 10 µM; 0.34% of 330,000 active; AID 449763;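 active means at 10 µM dose, activation of 40% or more, normalized to positive control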;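 further: 100% = tunicamycin at 10 µg/mL and 0% = DMSO alone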
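System: CHO-CHOP luciferase reporter cell line | Buffer or medium: F12 medium containing 10% fetal bovine serum | Doses: One dose, 10 µM in 0.5% DMSO | Times: 6 h compound exposure at 37 °C after overnight seeding | Signal: Luciferase luminescence | Read-out: % activation vs tunicamycin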
CXCR6 inh – CXCR6 (human) receptor inhibition | inhibition, % at 20 µM | 0.36% of 360,000 active | CHO-K1 PathHunter CXCR6 beta-arrestin, luminescence | O00574; in the data active means inhibition above about 34%, passing the limit was not always enough;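 further: antagonist mode with CXCL16 agonist at 10 nM final; 0% = 10 nM CXCL16 with DMSO and 100% = unstimulated wells without agonist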
CCR6 antag – CCR6 (human) receptor antagonism; P51684; CHO-K1 CCR6 PathHunter beta-arrestin, luminescence, CCL20-stimulated; inhibition, % at 20 µM; 0.49% of 340,000 active;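 active means compounds whose inhibition of the agonist-driven luminescence signal at 20 µM reaches about 50%, limit read from the data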;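 further: cells stimulated with CCL20 at 14 nM final; plate controls were DMSO with CCL20 for no effect and DMSO without agonist for full effect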
The depositor's hits bear a star; . = no result given. A portion of the library; count on the stated rates, not on these rows.

The line under a structure holds: EBI2 block | UPR XBP1 act | tim23-1 inh | APJ ag | APJ antagonist | Mdm2 MdmX PPI | CHOP UPR activ | CXCR6 inh | CCR6 antag
O=C(NCc1ccc2c(c1)OCO2)C12CN(Cc3ccccc3)CC1C(c1cccc([N+](=O)[O-])c1)=NO2 (stereo not given)
  22.0 | 0.1 | 22.4 | 0.5 | -82.3 | 18.1 | -1.9 | 4.3 | 10.5
Cc1ccn2cc(C(=O)Nc3ccc4c(c3)OCCO4)nc2c1
  -4.7 | -1.7 | 50.3* | 0.4 | -8.0 | -36.8 | -0.7 | 6.2 | -6.7
CCCCNC(=O)C(C1CCCCC1)N(CCN(C)C)C(=O)CCCN1C(=O)NC(c2ccc(-c3ccccc3)cc2)C(C(=O)OCc2ccccc2)=C1C (stereo not given)
  . | 40.7* | 50.8* | . | . | 96.9* | 29.8 | . | 23.5
CC(C)OCCCNC(=O)c1ccc(NS(C)(=O)=O)cc1
  -9.1 | -1.3 | 8.0 | 0.2 | 20.5 | -12.7 | -0.6 | -8.5 | 2.3
N#Cc1c(NC(=O)c2cnccn2)sc2c1CCCC2
  3.1 | 4.0 | 37.5 | -5.6 | 22.3 | -54.5 | 5.5 | 8.2 | -0.9
COCCN(C(=O)COC(=O)CCc1ccc(OC)cc1)c1c(N)n(Cc2ccccc2)c(=O)[nH]c1=O
  -20.4 | -1.9 | -21.7 | -5.6 | 14.3 | 13.8 | 0.1 | 3.6 | -1.3
CC(=O)Nc1ccc(Nc2ncnc3c2cnn3-c2cccc(C)c2)cc1
  6.5 | 4.5 | -3.4 | -2.1 | 4.7 | -14.7 | 3.5 | -1.3 | -5.5
COC(=O)C1=C(N)Oc2cc(C)[nH]c(=O)c2C1c1ccc(Cl)cc1 (stereo not given)
  -2.2 | 0.0 | 9.5 | 5.7 | -3.8 | -16.2 | 2.8 | -1.8 | 4.3
COc1ccc(C(=O)NCCNc2nc3ccc(C)cc3cc2C#N)cc1OC
  0.7 | 2.9 | 12.0 | -1.0 | -15.5 | 13.8 | 2.1 | -14.7 | 12.7
Cc1[nH]n(-c2ccccc2)c(=O)c1C(C[N+](=O)[O-])c1ccc(Br)cc1 (stereo not given)
  1.4 | -3.2 | 89.1* | 2.0 | 14.4 | -9.0 | -1.6 | 44.6* | 35.5
CC(C)CNC(CC(=O)O)c1ccccc1 (stereo not given)
  -1.2 | 1.2 | 6.9 | -4.3 | -15.3 | 20.0 | 2.5 | -6.1 | -1.2
N#CC1=C(N)Oc2ccc3ccc(O)cc3c2C1c1cccnc1 (stereo not given)
  2.4 | 1.1 | -7.7 | 0.9 | -2.2 | 21.7 | -0.8 | -3.7 | -3.9
CC[N+](CC)(CC)C/C(N)=N/O
  -2.8 | 0.8 | 3.9 | -1.7 | -9.3 | -7.1 | 0.3 | -3.8 | -10.5
Cc1ccc(C)c(NC(=O)CN(C)C(=O)c2ccc3ncsc3c2)c1
  2.7 | -1.1 | -0.2 | 6.2 | -37.3 | 10.9 | 1.4 | 6.7 | 13.4
Cc1cccc(-n2ccnc2CN2CCN(C3CCCC3)C(CCO)C2)c1 (stereo not given)
  -20.1 | 1.6 | -7.9 | -5.2 | 13.5 | 25.1 | 0.6 | 6.7 | 10.9
COc1ccc(C(=O)NC2(C(F)(F)F)NC(=O)N(CCCc3ccccc3)C2=O)cc1OC (stereo not given)
  4.2 | 2.2 | 24.0 | -2.7 | -1.2 | 4.9 | -1.7 | 0.1 | -4.6
O=C(Cc1ccccc1[N+](=O)[O-])N1CCOCC1
  -4.1 | -4.4 | 12.2 | 2.2 | 16.2 | 7.2 | 1.1 | 1.5 | -1.5
COCCNC(=O)CSc1nc(-c2ccc(OC)c(OC)c2)cc(C(F)(F)F)n1
  0.8 | -2.2 | 25.2 | -5.1 | -20.5 | 15.1 | -1.4 | -6.7 | 13.8
C[C@]12CC[C@H](O)CC1=CCC1C2CC[C@@]2(C)C1CC[C@@H]2NC(=O)CCC(=O)O (stereo not given in full)
  -2.0 | 2.8 | 8.9 | -0.5 | 5.4 | -5.2 | 0.9 | 0.1 | -4.2
COc1ccc(O)c(C(=O)c2cnn(-c3ccc(Cl)cc3)c2)c1
  5.0 | 1.9 | 35.7 | 0.8 | -15.6 | -20.2 | 4.6 | -5.7 | 4.5
Cc1ccc(Cl)c2c1NC(=O)C2(O)CC(=O)c1ccccc1O (stereo not given)
  6.3 | -0.2 | 3.3 | -2.4 | 16.3 | 18.4 | -2.8 | 3.0 | 3.2
Fc1ccc(Cn2nnc3ccccc32)cc1
  -2.1 | 1.2 | 14.7 | -5.1 | 1.2 | 21.8 | -1.0 | -3.1 | 3.6
CC(=O)Nc1ccc(NC(=O)/C=C/c2ccccc2)cc1
  -1.2 | 2.1 | 2.7 | 2.8 | -6.1 | 3.5 | 1.9 | -3.2 | 18.0
COC(=O)c1c(NC(=O)C(C)(C)C)sc2c1C(C(=O)OC)CC2 (stereo not given)
  3.4 | 1.4 | 7.0 | -5.3 | 2.7 | -20.1 | 1.2 | 6.6 | -16.4
O=C(c1ccccc1)c1ccc(N2CCOCC2)c(F)c1
  -16.2 | 2.0 | 11.3 | -4.2 | -6.0 | -84.8 | 3.4 | -4.6 | -11.5
COc1ccc(S(=O)(=O)NCc2ccncc2)cc1OC
  -12.2 | -2.0 | 4.5 | -0.5 | -4.0 | 19.7 | -1.3 | -3.5 | 0.8
CC(C)OC(=O)CC(=O)c1sc2nc3c(cc2c1N)CN(C)CC3
  . | -1.5 | 10.1 | -0.1 | -2.3 | -0.8 | 0.3 | . | -1.0
CCOc1cc(NC(=O)C2CCCCC2)c(OCC)cc1NC(=O)c1ccccn1
  4.0 | -2.2 | -6.5 | -1.6 | 9.5 | -13.9 | -2.0 | -6.2 | 15.4
Cc1ccc(OCCCC(=O)N2CCOCC2)cc1
  -7.4 | 5.4 | 1.2 | -2.7 | -17.9 | 1.5 | 3.0 | -11.3 | 5.0
CC1(C)Cc2c(c(N3CCOCC3)nc3sc4c(NCCN5CCOCC5)nnnc4c23)CS1
  -1.7 | 11.2 | -1.9 | 1.9 | 14.1 | 21.1 | -0.6 | -2.0 | -2.9

Some of the entries above, set out differently:
compound: CC(C)CNC(CC(=O)O)c1ccccc1 (stereo not given)
  EBI2 block: -1.2	UPR XBP1 act: 1.2	tim23-1 inh: 6.9	APJ ag: -4.3	APJ antagonist: -15.3	Mdm2 MdmX PPI: 20.0	CHOP UPR activ: 2.5	CXCR6 inh: -6.1	CCR6 antag: -1.2
compound: N#CC1=C(N)Oc2ccc3ccc(O)cc3c2C1c1cccnc1 (stereo not given)
  EBI2 block: 2.4	UPR XBP1 act: 1.1	tim23-1 inh: -7.7	APJ ag: 0.9	APJ antagonist: -2.2	Mdm2 MdmX PPI: 21.7	CHOP UPR activ: -0.8	CXCR6 inh: -3.7	CCR6 antag: -3.9
compound: CC[N+](CC)(CC)C/C(N)=N/O
  EBI2 block: -2.8	UPR XBP1 act: 0.8	tim23-1 inh: 3.9	APJ ag: -1.7	APJ antagonist: -9.3	Mdm2 MdmX PPI: -7.1	CHOP UPR activ: 0.3	CXCR6 inh: -3.8	CCR6 antag: -10.5

The list continues.
SMILES,EBI2 block,UPR XBP1 act,tim23-1 inh,APJ ag,APJ antagonist,Mdm2 MdmX PPI,CHOP UPR activ,CXCR6 inh,CCR6 antag
Cc1c(C(=O)Nc2ccccc2C(=O)N2CCOCC2)cccc1[N+](=O)[O-],-9.2,0.0,6.2,-1.0,5.9,-6.6,0.5,4.8,2.5
Cc1csc(NC(=O)CSCC(=O)Nc2ccccc2)n1,-10.0,1.2,-5.5,-2.4,-0.8,16.1,1.4,2.3,11.7
CC1CCc2c(sc3ncn(Cc4ccc(C(=O)O)cc4)c(=O)c23)C1 (stereo not given),7.6,-2.4,14.6,-3.1,23.9,10.2,1.4,-3.1,2.3
Cc1ccc(CN(C)C(=O)CN2C(=O)NC(c3ccccc3)(c3ccccc3)C2=O)c(C)c1,0.4,-3.5,37.7,-2.5,-66.8,49.6,0.8,-8.0,-4.9
O=C(c1ccco1)N1CCCC(N2CCN(c3ccccc3F)CC2)C1 (stereo not given),-7.8,-3.6,7.2,-1.7,17.2,-6.0,1.2,2.4,5.8
COc1cccc(/C=N/Nc2snc(SC)c2C#N)c1O,-24.7,1.3,14.5,-1.3,4.1,43.7,10.4,-7.7,0.2
COc1ccc(NC(=O)c2nc[nH]c2C(=O)NCc2ccccc2)cc1,-22.3,0.8,25.0,7.4,9.2,25.0,2.3,-6.3,-6.4
Cc1cc(C)c(NC(=O)CSc2nnc(CN3CCOCC3)n2C)c(C)c1,-2.5,1.7,6.4,-1.5,13.3,17.1,0.4,3.4,14.4
O=C(c1nc2nc(-c3ccccc3)cc(C(F)(F)F)n2n1)N1CCOCC1,-5.8,0.1,-3.5,-2.8,7.8,-0.2,1.4,6.3,-3.6
COc1ccc(C)cc1S(=O)(=O)N1CCN(C(=O)c2ncoc2-c2ccccc2C)CC1,-7.1,0.4,24.7,-2.7,1.5,16.5,0.5,9.6,13.9
CC(C)c1nnc(NC(=O)c2c(O)c3cccc4c3n(c2=O)CCC4)s1,0.6,3.6,7.7,-3.3,3.5,18.2,9.7,6.2,4.6
O=C(c1cc([N+](=O)[O-])ccc1N1CCOCC1)N1CCN(S(=O)(=O)c2ccc(F)cc2)CC1,-0.3,-2.0,8.6,-5.4,17.4,17.4,1.0,2.4,10.9
Cc1ccccc1Cn1cnc2c([N+](=O)[O-])c(C)c(C)cc21,1.1,-1.9,49.8,-2.9,14.5,10.0,-0.8,15.2,6.0
CN(C)c1ccc(CNCc2cccnc2)cc1,-3.5,-3.2,6.3,-0.1,11.5,3.1,-2.2,-6.2,-3.7
CC1(C)CC2c3cccc(C(=O)O)c3C(=O)N2c2c1ccc1ccccc21 (stereo not given),-1.4,-0.9,34.0,-1.0,7.3,-31.5,1.0,3.1,12.8
O[C@@H]([C@H](O)[C@H](O)CBr)[C@H](O)CBr,-1.5,-0.6,3.1,-0.5,-3.0,-26.7,0.0,3.5,6.6
